From PubChem BioAssay
IDE cell activ: boosts human insulin-degrading enzyme activity in HEK cells; 340,000 tested, 0.073% active; activation, % at 5.96 µM; P14735; FAbeta-B cleavage, fluorescence polarization; 0% vehicle, 100% cell-free pure enzyme wells;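 active means activation above the mean of all tested compounds plus 3 SD, set per screening campaign, cut at about 17% in these data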
CHRM4 PAM: potentiates acetylcholine response at human M4 receptor | P08173 | CHO-K1 hM4/Gqi5, Fluo-8 calcium fluorescence, ACh EC20; 0% = ACh EC20, 100% = maximal ACh | activation, % at 3 µM | 360,000 tested, 0.4% active | AID 624126;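 active means activation above its plate's cutoff, the mean activation of sample wells plus 3 SD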; further: some results filed as inactive read as strong as hits
CRFR2-BP ag: CRF-BP/CRF-R2 complex agonism. 350,000 tested, 0.46% active. HEK293 CRF-R2/CRF-BP, calcium dye fluorescence (FLIPR); percent of saturating CRF peptide response. activation, % at 13.2 µM;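 active means activation of at least 50%, plus an integration ratio under a set limit after plate pattern correction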;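 further: plate controls were neutral control wells without compound for no effect and CRF at EC100 for full effect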
IDE cell inh: inhibitors of human insulin-degrading enzyme in cells | inhibition, % at 5.59 µM | 320,000 tested, 0.41% active | HEK cells, FAbetaB cleavage, fluorescence polarization | AID 434962 | P14735;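 active means percent inhibition above the average of all tested compounds plus 3 SD, set per screening campaign, cut at about 16% in these data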;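 further: IDE supplied by intact live HEK cells; FP after avidin binding of uncleaved biotin substrate so inhibition keeps polarization high; 0% = DMSO wells and 100% = 60 µM reference IDE inhibitor Ii1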
GalR3 antag: antagonists of human GalR3; 360,000 tested, 0.44% active; inhibition, % at 3 µM; HEK293 GalR3-CNG cAMP membrane potential fluorescence; galR3 body fused to GalR1 C-terminus; AID 651719;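 active means inhibition above the screen-wide average plus 3 SD, cut at about 13% in these data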;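 further: forskolin and galanin both at EC90 stimulate the cells; cAMP rise reported by CNG channel membrane potential dye signal; 0% = forskolin plus galanin with DMSO and 100% = forskolin alone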
PHOSPHO1 block: inhibitors of human PHOSPHO1 phosphatase; inhibition, % at 13.3 µM; 290,000 tested, 1.1% active; recombinant PHOSPHO1, absorbance phosphatase assay; in the data active means inhibition above about 60%
p-CIP stab down: lowers stability of the mouse p/CIP coactivator protein; Q05BA5; F442A p/CIP-EGFP cells, EGFP fluorescence, 16 h; decrease of EGFP signal, % at 10 µM; 290,000 tested, 0.01% active; AID 1984;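 active means EGFP signal decrease of at least 30% at 10 µM or well 3 SD below plate mean, unless failing retest; inactive means the rest, including hits failing retest or dose response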; further: some compounds called inactive have numbers as strong as hits; many of its hits are not listed in these tables
Target sequence (Q05BA5 1-1403): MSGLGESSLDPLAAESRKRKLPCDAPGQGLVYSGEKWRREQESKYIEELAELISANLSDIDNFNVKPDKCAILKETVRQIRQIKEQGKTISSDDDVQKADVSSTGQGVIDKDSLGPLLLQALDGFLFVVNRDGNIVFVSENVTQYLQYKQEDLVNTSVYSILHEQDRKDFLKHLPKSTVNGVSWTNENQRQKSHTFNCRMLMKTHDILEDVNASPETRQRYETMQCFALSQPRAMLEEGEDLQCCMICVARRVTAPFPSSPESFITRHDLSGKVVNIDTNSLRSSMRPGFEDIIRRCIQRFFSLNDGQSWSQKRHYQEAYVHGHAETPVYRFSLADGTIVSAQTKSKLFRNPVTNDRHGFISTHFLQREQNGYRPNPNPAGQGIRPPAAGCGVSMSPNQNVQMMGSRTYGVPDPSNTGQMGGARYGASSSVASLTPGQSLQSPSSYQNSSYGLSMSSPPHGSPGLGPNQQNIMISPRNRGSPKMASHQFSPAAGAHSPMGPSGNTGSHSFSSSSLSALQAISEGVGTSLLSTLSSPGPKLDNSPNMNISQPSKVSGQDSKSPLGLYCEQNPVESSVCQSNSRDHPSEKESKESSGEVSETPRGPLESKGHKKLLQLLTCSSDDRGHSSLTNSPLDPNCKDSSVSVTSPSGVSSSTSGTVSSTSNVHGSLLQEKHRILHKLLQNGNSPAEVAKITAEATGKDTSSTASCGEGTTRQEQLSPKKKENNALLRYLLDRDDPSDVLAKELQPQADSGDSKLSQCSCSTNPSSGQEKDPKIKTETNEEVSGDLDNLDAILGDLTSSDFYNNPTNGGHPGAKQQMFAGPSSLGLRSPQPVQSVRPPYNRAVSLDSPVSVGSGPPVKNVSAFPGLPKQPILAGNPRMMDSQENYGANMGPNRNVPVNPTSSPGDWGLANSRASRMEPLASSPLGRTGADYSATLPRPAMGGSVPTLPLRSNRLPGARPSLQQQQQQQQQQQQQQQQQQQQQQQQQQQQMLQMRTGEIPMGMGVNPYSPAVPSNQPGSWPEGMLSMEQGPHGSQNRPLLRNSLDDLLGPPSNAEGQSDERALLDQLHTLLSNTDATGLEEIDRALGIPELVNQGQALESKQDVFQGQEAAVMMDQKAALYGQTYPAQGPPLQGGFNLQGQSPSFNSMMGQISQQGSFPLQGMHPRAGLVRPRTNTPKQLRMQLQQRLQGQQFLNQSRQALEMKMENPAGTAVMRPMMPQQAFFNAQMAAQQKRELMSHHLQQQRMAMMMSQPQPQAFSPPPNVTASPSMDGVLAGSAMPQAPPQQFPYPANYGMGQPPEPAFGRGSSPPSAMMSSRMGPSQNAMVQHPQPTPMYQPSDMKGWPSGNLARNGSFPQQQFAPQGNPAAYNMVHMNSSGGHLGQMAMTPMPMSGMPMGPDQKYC
CRFBP-R2 block: antagonists of CRF-binding protein/CRF-R2 receptor complex. inhibition, % at 11.8 µM. AID 588475. HEK293 CRF-R2/CRF-BP, CRF-induced calcium fluorescence. 350,000 tested, 0.59% active;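 active means inhibition of the ligand-induced calcium signal above about 50% at the single tested concentration, limit read from the data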
MEKK3 PB1 HTS: modulators (inhibitors or enhancers) of MEK5 binding to human MEKK3 PB1 domain. Q99759. bead-based flow cytometry, Alexa488-MEK5 binding to MEKK3; actives lie on both sides; 0 = blocked by unlabeled MEK5, 100 = vehicle. binding response (% of control), % at 10 µM. 290,000 tested, 1.4% active;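 active means binding response more than 3 SD above or below the average of its plate-row segment, actives on both sides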;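 further: Alexa488 bead fluorescence after subtracting the streptavidin-only scavenger bead signal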
Starred values were filed as active, the others as inactive; nt = no result given.

1	CN(C)S(=O)(=O)N1CCN(C(=O)N2CCCCC2)CC1
2	CC1CCC(NC(=O)CCCn2sc3ccccc3c2=O)CC1 (stereo unspecified)
3	Cc1nnc(N2CCOCC2)c2nn(-c3ccccc3)c(C)c12
4	CCN(CC)C(=O)c1csc(Nc2cccc3ccccc23)n1
5	O=C(CSc1nc2cc(S(=O)(=O)N3CCOCC3)ccc2o1)Nc1c(F)cccc1F
6	CCOC(=O)CSc1ncc(OC)c(Sc2ccc(OC)cc2)n1
7	COc1cc(/C=N/N=C2/NC(=O)C(CC(=O)O)S2)ccc1OCc1ccc(Cl)cc1 (stereo unspecified)
8	COc1ccccc1CN(C(=O)c1cnccn1)C(C(=O)NC1CCCCC1)c1cc(OC)c(OC)c(OC)c1 (stereo unspecified)

assay / compound,1,2,3,4,5,6,7,8
IDE cell activ,1,-2,4,-10,7,-1,0,1
CHRM4 PAM,5,1,0,-2,6,-2,12,3
CRFR2-BP ag,-2.1,0.9,0.0,-2.8,-1.2,0.2,-2.9,2.7
IDE cell inh,-2,9,-4,3,0,4,0,0
GalR3 antag,4,-9,-1,-8,-6,-4,-1,-7
PHOSPHO1 block,0,-5,-8,24,-164,8,-12,26
p-CIP stab down,-19,5,-6,-6,-6,-7,9,-7
CRFBP-R2 block,18,-4,31,5,-9,-2,14,-57
MEKK3 PB1 HTS,100,99,114,101,99,104,108,102

9	Cc1cc(C)c2c(=O)[nH]c(SCC(=O)c3ccc(C)c(C)c3)nc2n1
10	COc1ccc(/C=N/NC(=O)C2C3CCCCC32C)cc1OC (stereo unspecified)
11	COc1ccc(OC)c(C(c2nnnn2CC2CCCO2)N2CCN(C)CC2)c1 (stereo unspecified)
12	CCOc1ccccc1NS(=O)(=O)c1ccc(OC)c(OC)c1
13	Cc1ccc(C(=O)N2CCC(C)CC2)cc1NC1=NC2CS(=O)(=O)CC2S1 (stereo unspecified)
14	O=C(Nc1cccc2ccccc12)N1CCN(Cc2ccccc2)CC1
15	CC(C)CC(NC(=O)C1CCC(C)CC1)C(=O)NCc1ccco1 (stereo unspecified)
16	Cc1c(NC(=O)c2c(F)c(F)c(F)c(F)c2F)c(=O)n(-c2ccccc2)n1C

assay / compound,9,10,11,12,13,14,15,16
IDE cell activ,-3,-1,7,-3,-15,5,0,5
CHRM4 PAM,3,2,22,14,2,2,-3,-4
CRFR2-BP ag,1.5,-1.1,1.1,-0.6,2.7,-0.3,-2.8,-1.4
IDE cell inh,2,7,2,5,7,-2,-1,2
GalR3 antag,-6,-4,-5,-9,2,0,-3,-4
PHOSPHO1 block,32,15,-4,-7,36,3,-12,16
p-CIP stab down,-82,-10,-20,6,0,-12,7,-8
CRFBP-R2 block,19,-2,-2,-15,13,15,12,15
MEKK3 PB1 HTS,110,96,106,102,104,103,103,104

17	CCOc1cc(N2CCOCC2)c(OCC)cc1NC(=O)COC(=O)c1ccc(Cl)nc1
18	O=[N+]([O-])c1cccnc1N1CCC(c2cc(-c3ccc(Cl)cc3)n[nH]2)CC1
19	Cc1cc(NC(=O)c2ccccc2[N+](=O)[O-])ccc1Br
20	CC(=O)N1C[C@H]2CON(C)[C@H]2C[C@H]1c1ccc(-c2ccccc2)cc1
21	Cc1c(C(=O)N/N=C/c2ccoc2)cccc1[N+](=O)[O-]
22	CCOC(=O)c1cc(NC(=O)c2cccnc2)cc(C(=O)OCC)c1
23	Cc1nc(SCC(=O)NC2CCS(=O)(=O)C2)c2c3c(sc2n1)CCCC3 (stereo unspecified)
24	CCCCC1=CC2=CC(=O)C(C)(OC(=O)CC)C(=O)C2=CO1 (stereo unspecified)

assay / compound,17,18,19,20,21,22,23,24
IDE cell activ,7,-8,4,nt,-2,0,6,2
CHRM4 PAM,8,5,5,1,1,3,0,-2
CRFR2-BP ag,-2.1,-2.2,-1.1,-1.1,2.0,0.1,-2.0,9.3
IDE cell inh,11,9,-2,nt,2,4,nt,3
GalR3 antag,-10,-4,1,-6,0,-6,-3,-1
PHOSPHO1 block,nt,0,32,nt,11,-31,nt,nt
p-CIP stab down,nt,-4,-14,nt,-3,-20,nt,nt
CRFBP-R2 block,-12,-9,-50,-6,-8,-2,7,0
MEKK3 PB1 HTS,nt,nt,104,nt,104,102,nt,99

25	O=C(COC(=O)c1ccc(O)cc1)NCc1ccc2c(c1)OCO2
26	O=C(O)/C(=C\c1ccco1)NC(=O)c1ccco1
27	COC(=O)[C@@]1(Cc2ccc(F)cc2)[C@H]2c3cc(C(=O)N4CCCC4)n(CCO)c3C[C@H]2CN1C(=O)c1ccccc1
28	CCCn1c(=O)c2ccccc2n2c(SCC(=O)c3ccc(CC)cc3)nnc12
29	O=C(NCc1ccccn1)Nc1ccc(Br)cc1
30	O=C(C1CCN(Cc2ccccc2)CC1)N1CCCC1
31	Cc1nnc(SCC(=O)NC2CCCCC2)n1N
32	CN(C(=O)CSc1ncccn1)C1CCS(=O)(=O)C1 (stereo unspecified)

assay / compound,25,26,27,28,29,30,31,32
IDE cell activ,0,1,nt,0,-7,6,2,7
CHRM4 PAM,5,-2,nt,14,4,-6,-1,0
CRFR2-BP ag,-0.8,-1.1,-0.6,2.7,0.3,2.8,-1.5,-1.0
IDE cell inh,3,3,-1,7,-2,-6,6,-2
GalR3 antag,-3,-4,-5,-5,-2,0,-4,1
PHOSPHO1 block,8,29,1,35,5,-1,nt,20
p-CIP stab down,7,-8,4,12,-15,-9,nt,-5
CRFBP-R2 block,7,8,-9,-5,5,21,-2,-5
MEKK3 PB1 HTS,107,100,91,105,105,nt,nt,86

33	C=CCn1c(COc2ccc(F)cc2)nnc1SCC(=O)NC1CCCC1
34	CC(=O)Nc1ccc(S(=O)(=O)NC2CCCCCC2)cc1
35	COc1cc2c(cc1OC)-c1cc(OCc3ccccc3Cl)nc(=O)n1CC2
36	CCOC(=O)C1CCCN(C(=O)Cn2cccc2C(=O)c2ccccc2)C1 (stereo unspecified)
37	CN1C2CCC1CC(NS(=O)(=O)c1cc(Cl)c(Cl)cc1Cl)C2 (stereo unspecified)
38	COc1cccc(NC2SC(=O)N(c3ccccc3)C2=O)c1 (stereo unspecified)
39	O=C(Cc1ccccc1)NNc1c2ccccc2nc2ccccc12
40	Nn1c(SC/C=C/c2ccccc2)nnc1-c1ccccn1

assay / compound,33,34,35,36,37,38,39,40
IDE cell activ,6,-1,-3,-3,7,-7,1,4
CHRM4 PAM,-5,-8,-1,-2,4,-2,5,12
CRFR2-BP ag,0.1,-2.5,-3.0,-1.6,1.3,-0.9,-1.4,-0.7
IDE cell inh,-3,-3,1,0,-1,3,-1,2
GalR3 antag,-3,-8,-7,-3,-3,-1,-6,-3
PHOSPHO1 block,nt,6,-2,-9,38,-9,39,84*
p-CIP stab down,nt,-10,-11,-8,-4,-5,-3,-11
CRFBP-R2 block,-11,0,38,8,-8,-10,1,17
MEKK3 PB1 HTS,nt,100,94,99,103,113,98,101

41	CC1CCCN(CCSc2ccc(Cl)cc2)C1 (stereo unspecified)
42	Cc1cccc(OCCNC(=O)CCNS(=O)(=O)c2ccc3ccccc3c2)c1
43	N#Cc1c(-c2ccco2)cc(-c2ccccn2)nc1N
44	CNC(=O)c1ccsc1NC(=O)c1ccc(S(=O)(=O)N2CCOCC2)cc1
45	Nc1cc(C(=O)c2ccccc2)ccc1[N+](=O)[O-]
46	CC[n+]1c(C)cc2c(sc3ccccc32)c1C
47	COc1cc(-n2c(C)nc3cccnc32)c(Cl)cc1C(=O)O
48	CCO[C@H]1OC(C(=O)NC2CC2)=C[C@@H](c2ccc(Br)cc2)[C@@H]1CCCO

assay / compound,41,42,43,44,45,46,47,48
IDE cell activ,5,9,2,-3,7,-2,1,6
CHRM4 PAM,-10,1,-1,-12,-3,-3,0,8
CRFR2-BP ag,-1.1,-3.3,0.9,0.8,-0.3,-1.5,-2.1,-1.6
IDE cell inh,2,-1,11,6,2,nt,-3,2
GalR3 antag,-6,-7,-2,1,-3,-4,-11,-6
PHOSPHO1 block,6,nt,11,-6,4,-50,31,16
p-CIP stab down,-9,nt,-19,0,-2,-11,1,9
CRFBP-R2 block,-22,-24,-28,3,-8,-1,-9,2
MEKK3 PB1 HTS,102,nt,101,100,103,102,97,93

49	CC1(C)NC(=O)N(CC(O)CN2CCCC2)C1=O (stereo unspecified)
50	CCOC(=O)c1ccc(NC(=O)C2(c3ccc(OC)cc3)CCOCC2)cc1
51	O=C(CNC(=O)Cc1ccccc1)NCC(=O)OCC(=O)c1ccc(Cl)cc1
52	COc1ccc2sc(SCCCS(=O)(=O)O)[n+](CCCS(=O)(=O)[O-])c2c1

assay / compound,49,50,51,52
IDE cell activ,6,7,5,3
CHRM4 PAM,1,3,6,31
CRFR2-BP ag,-0.8,-1.1,-0.6,0.4
IDE cell inh,4,3,1,5
GalR3 antag,1,-2,-9,1
PHOSPHO1 block,-36,30,4,-18
p-CIP stab down,-14,0,-1,-12
CRFBP-R2 block,-4,-20,-20,-5
MEKK3 PB1 HTS,95,104,99,97

Among those listed so far, these have two or more sulfur atoms:
5	O=C(CSc1nc2cc(S(=O)(=O)N3CCOCC3)ccc2o1)Nc1c(F)cccc1F
6	CCOC(=O)CSc1ncc(OC)c(Sc2ccc(OC)cc2)n1
13	Cc1ccc(C(=O)N2CCC(C)CC2)cc1NC1=NC2CS(=O)(=O)CC2S1 (stereo unspecified)
23	Cc1nc(SCC(=O)NC2CCS(=O)(=O)C2)c2c3c(sc2n1)CCCC3 (stereo unspecified)
32	CN(C(=O)CSc1ncccn1)C1CCS(=O)(=O)C1 (stereo unspecified)
44	CNC(=O)c1ccsc1NC(=O)c1ccc(S(=O)(=O)N2CCOCC2)cc1
52	COc1ccc2sc(SCCCS(=O)(=O)O)[n+](CCCS(=O)(=O)[O-])c2c1

assay / compound,5,6,13,23,32,44,52
IDE cell activ,7,-1,-15,6,7,-3,3
CHRM4 PAM,6,-2,2,0,0,-12,31
CRFR2-BP ag,-1.2,0.2,2.7,-2.0,-1.0,0.8,0.4
IDE cell inh,0,4,7,nt,-2,6,5
GalR3 antag,-6,-4,2,-3,1,1,1
PHOSPHO1 block,-164,8,36,nt,20,-6,-18
p-CIP stab down,-6,-7,0,nt,-5,0,-12
CRFBP-R2 block,-9,-2,13,7,-5,3,-5
MEKK3 PB1 HTS,99,104,104,nt,86,100,97
